# TRPN1 ag – zebrafish TRPN1 (NompC) channel agonism; HEK293 zebrafish TRPN1-YFP, Fluo-8 calcium fluorescence; 100% = response to 87 µM carbachol; activation, % at 3 µM; actives 0.18% (n = 220,000); AID 1424;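 active means activation above its plate's cutoff, the mean activation of test wells on that plate plus 3 SD, cut at about 19% in these data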;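 further: 0% = DMSO alone and 100% = 87 µM carbachol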
#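 Material: zebrafish TRPN1-YFP in HEK293 cells. Doses: one dose of 3 µM, 0.3% DMSO. Incubation: dye 1 h 37 °C plus 30 min RT. Measured by: intracellular calcium fluorescence with Fluo-8.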
# Thrombin inh – thrombin (human) inhibition; alpha-thrombin, Boc-VPR-AMC fluorogenic substrate cleavage; inhibition, % at 5 µM; actives 0.26% (n = 220,000);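 active means inhibition at or above 40%; inactive means inhibition below 40%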;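 further: 0% = enzyme with no compound and 100% = wells without enzyme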
#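 signal = AMC fluorescence, 355/460 nm | material = human alpha-thrombin enzyme | control set = enzyme without compound as high, wells lacking enzyme as low | times = reaction at room temperature | read-out basis = percent inhibition scaled between no-compound controls and no-enzyme blanks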
# Furin inh – human furin inhibition | P09958 | purified furin, fluorogenic substrate cleavage | inhibition, % at 30 µM | actives 0.061% (n = 220,000) | AID 463115; in the data active means inhibition above about 25%; further: inactives centre near -15
# EBV gp42 block – inhibitors of Epstein-Barr virus glycoprotein 42; inhibition, % (tested at 21.74 µM); Fluorescence polarization binding assay, mP read-out; AID 1085; Q1HVG2; actives 0.42% (n = 220,000); in the data active means inhibition above about 50%
# Target sequence (Q1HVG2 whole entry, looked up): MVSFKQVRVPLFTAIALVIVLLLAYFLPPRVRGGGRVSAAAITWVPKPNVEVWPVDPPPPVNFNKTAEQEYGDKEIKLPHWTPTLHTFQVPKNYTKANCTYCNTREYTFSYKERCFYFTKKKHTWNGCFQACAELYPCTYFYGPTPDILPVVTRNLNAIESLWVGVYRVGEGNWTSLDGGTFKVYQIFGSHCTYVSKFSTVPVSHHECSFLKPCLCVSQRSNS
# TRPML3 agonist – human mucolipin-3 channel agonism; HEK293 TRPML3-YFP, Fluo-8 calcium fluorescence; 100% = the carbachol control signal; actives 0.29% (n = 220,000); activation, % at 3 µM;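 active means activation above its plate's cutoff, the mean activation of the plate's test wells plus 3 SD, cut at about 12% in these data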;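 further: 0% = DMSO only wells and 100% = carbachol wells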
# Target sequence (Q8TDD5 whole entry, looked up): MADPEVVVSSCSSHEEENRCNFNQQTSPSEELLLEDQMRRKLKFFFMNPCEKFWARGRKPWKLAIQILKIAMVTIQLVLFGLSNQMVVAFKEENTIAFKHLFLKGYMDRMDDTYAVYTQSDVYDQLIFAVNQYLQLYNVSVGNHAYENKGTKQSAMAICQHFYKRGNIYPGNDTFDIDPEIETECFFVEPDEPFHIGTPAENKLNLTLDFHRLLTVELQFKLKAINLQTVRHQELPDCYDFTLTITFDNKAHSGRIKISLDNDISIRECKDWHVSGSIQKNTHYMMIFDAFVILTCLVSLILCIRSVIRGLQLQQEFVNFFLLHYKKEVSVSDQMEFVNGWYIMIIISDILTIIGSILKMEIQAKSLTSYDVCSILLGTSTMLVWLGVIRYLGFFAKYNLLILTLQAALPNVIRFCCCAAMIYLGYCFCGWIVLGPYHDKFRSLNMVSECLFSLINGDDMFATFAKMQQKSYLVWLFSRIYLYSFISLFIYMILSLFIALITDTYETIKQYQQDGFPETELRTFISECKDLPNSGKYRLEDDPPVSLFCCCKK
#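 Test system: TRPML3-YFP stable HEK293 cells. Doses: single point at 3 µM. Incubation: dye loading 1 h 37 °C then 30 min ambient, 125 s read. Signal: Fluo-8 calcium dye fluorescence, ex 470-495, em 515-575 nm. Measure: percent activation from peak-to-basal fluorescence ratio, scaled between DMSO and carbachol.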
# PPC-1+TRAIL kill – compounds killing PPC-1 cancer cells with TRAIL present (potentiator screen, no TRAIL-free arm); PPC-1 cells + TRAIL, ATPLite viability luminescence; cell killing (% activity), % at 4 µM; actives 0.41% (n = 220,000);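 active means cell killing above 50% in the first pass at 4 µM, then a duplicate retest at 5 µM averaging 50% or more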;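 further: plate controls were cells with TRAIL plus DMSO for no effect and medium-only wells lacking cells for full effect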
# Cl transport mod – KCC2 (human) Cl- transport modulation | B-score of Tl+ flux slope (higher = more flux/activation; lower = inhibition) at 10 µM | actives 2.2% (n = 190,000) | KCC2 cells, thallium flux FluoZin-2 fluorescence | Q9H2X9 | AID 1456;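 active means thallium flux slope and its plate-corrected score both differing from the plate sample mean at a set confidence after two filtering rounds, in either direction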;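 further: slope of fluorescence scaled to starting intensity during 10 to 20 s after thallium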
# m-calpain inh – calpain II (pig) inhibition; purified calpain II, fluorogenic peptide substrate, 30 min; inhibition, % at 16 µM; actives 0.37% (n = 220,000);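 active means inhibition above about 50%, limit read from the data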
# Tb hexokinase – T. brucei hexokinase 1 inhibition. inhibition, % at 10 µM. recombinant TbHK1, G6PDH-coupled NADH A340. actives 0.11% (n = 220,000). AID 1430;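 active means inhibition of 50% or more in the single-dose primary screen; inactive means inhibition below 50%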
# The depositor's hits bear a star; i = inactive; x = not tested or not shown; [ ] = dose if it differs, or a comment. Compounds were not picked by outcome, and some 3.6% of all compounds hit somewhere here.
SMILES,TRPN1 ag,Thrombin inh,Furin inh,EBV gp42 block,TRPML3 agonist,PPC-1+TRAIL kill,Cl transport mod,m-calpain inh,Tb hexokinase
CN1CCN(NC(=O)c2cn(-c3ccccc3)nc2-c2ccc(OC(F)F)cc2)CC1,2.8,-5,-20,-7,1.1,13,0.67,3,1
CSc1nnc(C)c(/C=C/Nc2ccc(C)cc2)n1,3.3,7,-18,-45,2.0,11,-1.7,-11,2
C=CCn1c(-c2sc(-c3ccccc3)nc2C)n[nH]c1=S,-0.8,x,-28,-7,0.6,0,2.1,-17,-13
CNc1nc(OCC#N)nc(N2CCCCC2)n1,1.4,3,-23,1,0.4,-1,0.37,-29,1
C#CC(C)(CC)NC(=O)c1cc2nc(C3CC3)cc(C(F)(F)F)n2n1 (stereo not drawn),-2.1,-1,-18,-17,0.9,16,-0.69,-45,-2
N=C1SCC(=O)N1c1ncc(Cc2cccc(Cl)c2)s1,4.4,-2,-32,-18,45*,x,8.1*,-45,-5
Cc1ccc(Cl)cc1-c1ccc(C=Nc2ccc(N3CCOCC3)cc2)o1,-1.1,2,-9,-24,-1.0,11,-1.1,-17,-6
CCOC(=O)N1CCC(NC(=O)CSCc2nc(-c3sccc3C)oc2C)CC1,0.6,-6,-29,-15,0.8,-6,0.58,-47,-5
O=C(NNC1=NCCCCC1)c1cccc([N+](=O)[O-])c1,-0.1,-3,-14,4,-0.2,20,-0.73,27,-5
CNC(=S)N(Cc1ccc(OC)cc1)C1CC(=O)N(c2ccc(Cl)cc2)C1=O (stereo not drawn),4.6,3,-5[20 µM],-12,2.3,17,0.96,30,-1
COc1ccc(-n2nnnc2SCC(=O)NNC(=O)c2ccc([N+](=O)[O-])cc2)cc1,0.0,-7,-24,-17,0.5,11,0.96,14,0
Cc1cc(NC(=O)CSc2nnc(-c3ccc(Cl)s3)o2)no1,-0.7,0,-13[20 µM],-21,0.8,10,0.04,-19,5
CC(C)CNC(=O)c1ccccc1NC(=O)c1ccccc1N(C)S(=O)(=O)c1ccccc1,-0.7,-8,-16,-8,-0.7,-6,-1,8,-1
CCN(CC)c1ccc2cc(C=O)c(=O)oc2c1,39*,3,5[20 µM],-155,19*,-8,i,i,4
COC(=O)c1ccc(C(=O)O)nc1,0.6,-3,-8,-1,0.6,2,-0.069,-13,-7
Clc1ccccc1Cn1nnc2c(NCCN3CCOCC3)ncnc21,0.0,26,-18,-12,1.1,23,-0.28,5,1
Cc1ccc(S(=O)(=O)N2CCOCC2)cc1NC(=O)CSc1nnc2cc(C)c3ccccc3n12,-0.6,-7,-13,-1,0.1,-8,-3.6,-18,-18
O=C(COC(=O)c1cccs1)c1ccccc1,-1.6,2,-20,-16,-0.3,-6,-0.22,6,3
O=C(CCNC(=O)c1ccccc1)Nc1cccnc1,0.4,-2,-30,-4,0.5,1,x,-19,-5
CCOC(=O)C1(Cc2cccc(F)c2)CCN(Cc2ccc(COC)o2)CC1,1.3,-4,-23,-5,1.4,-4,-0.73,-17,-2
CN(C)S(=O)(=O)c1ccc(N2CCCC2)c(C(=O)NCc2ccccc2)c1,-1.1,-4,-2[20 µM],3,0.1,-13,x,-3,-13
CC1CCN(c2ccc(C(=O)NCCc3ccccc3)cn2)CC1,-0.8,0,-12,-8,-0.6,18,-2.1,-7,-1
Cc1ccc(C)c(NCc2ccccc2CO)c1,-2.0,-3,-9,-12,-0.5,8,0.055,-283,-1
CCOc1cc(/C=C2/N=C(c3ccc(C(C)(C)C)cc3)OC2=O)cc(Cl)c1OS(C)(=O)=O,0.5,0,-6,-22,0.7,-6,x,-111,14
COc1cc(Cl)c(S(=O)(=O)N2CCCC2)cc1Cl,-1.0,-4,-24,-10,1.3,x,-0.77,4,-8

# Part of the list above, limited to Cl transport mod.
SMILES,Cl transport mod
CC(C)CNC(=O)c1ccccc1NC(=O)c1ccccc1N(C)S(=O)(=O)c1ccccc1,-1
CCN(CC)c1ccc2cc(C=O)c(=O)oc2c1,i

# Additional entries.
SMILES,TRPN1 ag,Thrombin inh,Furin inh,EBV gp42 block,TRPML3 agonist,PPC-1+TRAIL kill,Cl transport mod,m-calpain inh,Tb hexokinase
CC(C)(C)c1nnc2sc(SCC(=O)c3ccccc3)nn2c1=O,0.7,-5,0[20 µM],-6,-0.3,17,-0.032,4,-6
O=C1N(S(=O)(=O)c2ccccc2F)C(=O)C2(CCCC2)N1S(=O)(=O)c1ccccc1F,1.1,-14,-18,-17,0.5,17,1,-7,-1
CCc1nccn1S(=O)(=O)c1cccc([N+](=O)[O-])c1,0.6,1,-19,7,0.2,10,0.83,-29,25
CCCn1c(O)c2ccc(C(=O)N=NC(=O)c3cccnc3)cc2c1O,2.1,3,-20,-23,0.8,7,-0.61,-12,-15
Cc1nc(C(=O)NCCC(C)C)sc1C1(C)CC(c2ccccc2)=NO1 (stereo not drawn),x,-2,-21,-11,x,-2,-1.4,29,-5
NCC(O)COc1ccc2c(c1)OCO2 (stereo not drawn),0.8,3,-23[20 µM],-26,1.2,28,x,6,0
CNS(=O)(=O)c1cc(C(=O)OCC(=O)NC2CCCc3ccccc32)ccc1Cl (stereo not drawn),-0.4,-2,-17,-14,2.9,0,0.47,8,-1
N#Cc1c(-c2ccco2)ccn(Cc2cccc(F)c2)c1=O,0.0,-3,-16,1,0.2,0,-1.3,-152,-44
CCCCOc1ccccc1-c1cc(C(=O)O)[nH]n1,0.8,3,-27,1,0.5,2,-0.31,22,4
COc1ccccc1/C=[N+](\[O-])C1SC(=S)N(C)C1(C)C (stereo not drawn),2.9,-2,-22,-4,1.3,8,-0.05,-3,-46
c1ccc2c(Nc3nc4c(s3)CCCC4)cccc2c1,-0.3,7,-24,-13,-0.6,-4,0.8,17,5
CN1CCN(C(=O)CN(c2ccccc2)S(=O)(=O)N(C)C)CC1,0.7,-3,-15,-1,0.9,5,0.23,9,2
Cc1ccc(S(=O)(=O)N2CCN(C(=O)COc3ccc(NC(=O)c4ccco4)cc3)CC2)cc1,-1.8,1,-15[20 µM],-32,-0.1,15,-0.026,-24,-3
Cc1nc(NCc2cccnc2)c2c3c(sc2n1)CC(C)CC3 (stereo not drawn),-0.6,-4,-20,-5,-0.4,8,59*,-22,0
O=C(C1CC1)N1CCc2cc(S(=O)(=O)NC3CCN(Cc4ccccc4)CC3)ccc21,0.5,-7,-8,6,0.8,-6,x,-7,3
Cc1ccc2[nH]c3c(c2c1)CC/C(=C/c1ccccc1)C3=O,1.0,1,11[20 µM],-13,0.4,21,1.2,-66,-11
Nn1c(SCC(=O)N2CCc3ccccc3C2)nnc1-c1cccs1,0.4,17,-16[20 µM],-25,0.1,-1,-0.23,27,-6
COc1ccc(C(=O)n2nc(-c3ccc(OC)cc3)nc2N)cc1,-1.9,-6,-5,24,0.3,19,0.42,7,5
CCC(=O)Nc1nc(C)c(C(=O)N2CCCCC2)s1,1.1,-6,-26,-16,0.8,5,x,-2,5
COC(=O)c1cc(C(C)=O)c(C)[nH]c1=O,1.2,x,1,-10,1.1,-1,-0.025,-19,-12
CC(C)CNC(=O)CC(c1ccccc1)c1c(O)ccc2ccccc12 (stereo not drawn),-3.1,-6,-11[20 µM],-5,-1.2,18,-0.67,-75,4
CC(C)=CCC(C)(C)CNC(=O)NC1CCCCC1,0.2,-1,-11[20 µM],-11,0.7,27,1.1,13,8
CS(=O)(=O)c1nncn1-c1ccccc1,0.6,-5,-8[20 µM],-4,-0.1,-4,1.8,-10,5
C=CCn1c(=O)c2ccc(C(=O)NCc3ccccc3)cc2n(Cc2ccc(Cl)cc2)c1=O,0.1,-10,-20,-2,0.4,-17,-0.85,22,-11
Cc1ccc(C)c(OCC(=O)Nc2nonc2NC(=O)COc2cc(C)ccc2C)c1,1.1,-6,-12[20 µM],16,-0.2,24,-1.1,-62,14

# 5 compounds out of the list above, arranged by the value under TRPML3 agonist, high to low.
Structure | TRPML3 agonist
CN1CCN(C(=O)CN(c2ccccc2)S(=O)(=O)N(C)C)CC1 | 0.9
CN(C)S(=O)(=O)c1ccc(N2CCCC2)c(C(=O)NCc2ccccc2)c1 | 0.1
O=C(NNC1=NCCCCC1)c1cccc([N+](=O)[O-])c1 | -0.2
Cc1nc(NCc2cccnc2)c2c3c(sc2n1)CC(C)CC3 (stereo not drawn) | -0.4
CC(C)CNC(=O)CC(c1ccccc1)c1c(O)ccc2ccccc12 (stereo not drawn) | -1.2

# Remaining list, next part.
SMILES,TRPN1 ag,Thrombin inh,Furin inh,EBV gp42 block,TRPML3 agonist,PPC-1+TRAIL kill,Cl transport mod,m-calpain inh,Tb hexokinase
CC(=O)Nc1ccc2nc(NC(=O)c3cccs3)sc2c1,-0.1,0,-26,-4,0.1,26,4.1*,-11,-35
CCCc1nc(N)c(C#N)c(N)c1C#N,-1.1,-6,-20,-5,1.1,13,x,-14,-7
COCCNC(=O)CNC(=S)N(CCCN1CCOCC1)Cc1cccs1,-0.5,-1,-13,5,1.1,19,-0.18,-23,-4
CCOc1ccc(N(CC(=O)N2CCC(Cc3ccccc3)CC2)S(C)(=O)=O)cc1,-0.1,-12,-22,-1,-0.2,x,-1.8,-9,13
O=C(O)c1ccc(-c2cccc(Cl)c2)o1,-0.4,x,-15[20 µM],x,0.5,x,0.13,x,4
Cc1ccc(N2CN=c3s/c(=C\c4ccccn4)c(=O)n3C2)cc1,-1.3,5,-10[20 µM],-6,0.2,1,0.076,20,-32
CCn1c(/C=C/c2c(C)[nH]c3ccccc23)nc2ccccc2c1=O,0.1,-1,-11,-128,0.6,21,-1.4,-85,1
O=C(O)c1ccc(NS(=O)(=O)c2ccc3c(c2)OCCCO3)cc1,-0.8,-4,-24,-22,0.9,-2,-0.29,10,0
CCc1cc(C(N)=S)ccn1,1.4,x,x,-10,0.7,-7,0.55,-1,x
CCN(c1ccccc1)S(=O)(=O)c1ccc(C(=O)Nc2nccs2)cc1,-0.1,3,-26[20 µM],1,0.9,-14,0.36,-20,-1
O=C(CN1CCOCC1)Nc1ccccc1Cl,-0.1,1,-19[20 µM],-3,0.5,0,x,-22,-4
c1cnc2ccc(C(c3nnnn3C3CCCCC3)N3CCN4CCCC4C3)cc2c1 (stereo not drawn),2.0,2,-18[20 µM],-11,1.0,18,-0.5,-4,0
O=C(C[n+]1cc(-c2ccc(Cl)c(Cl)c2)n2c1CCC2)OCc1ccccc1,0.9,-1,-31,-24,0.9,-13,-0.19,-11,7
O=C(CCCCCN1C(=O)c2ccccc2C1=O)Nc1ccc(F)cc1,3.3,9,-14[20 µM],-3,2.3,5,-0.58,47,7
COc1ccc(Nc2nc(C(=O)N3CCc4cc(OC)c(OC)cc4C3)cs2)cc1,-1.0,-6,-4,-4,-0.9,7,x,-3,-5
COc1cc(C(=O)OCC(=O)N(C)C)cc(NC(=O)c2ccco2)c1OC,1.5,-3,-13,5,0.2,10,x,19,-11
O=C(NC(Nc1cc(C(F)(F)F)ccc1Cl)C(=O)c1ccccc1)c1ccccc1 (stereo not drawn),1.0,-7,-17,-10,-0.4,12,x,-15,-3
Cc1nc2ccccc2c2c1C(=O)N(Cc1cccnc1)C2=O,1.8,5,-11[20 µM],3,1.3,24,-1.9,-11,-16
CC(=O)N1CCN(C(=S)c2ccc(-c3ccc(Cl)cc3)o2)CC1,-3.4,-3,-10[20 µM],-12,-0.4,-12,-0.61,2,-20
Cc1ccc(-n2c([S-])c(C(=O)NC(C)c3ccccc3)[n+]3ccccc23)cc1 (stereo not drawn),1.1,-3,-28,-2,0.1,-17,-0.15,4,-2
